# Diaph act CS: counter-screen for diaphorase-based assays: diaphorase activators and chemical reducers; Diaphorase/resazurin coupled assay, resorufin fluorescence, 16 min; stronger effect = higher value; 1 = vehicle wells, 0 = NADH-free wells; activation factor at 20 µM; 0.005% of 190,000 active; AID 1229;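 active = diaphorase activity raised at least twofold by the compound at 20 µM; inactive = activation factor below 2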
#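 Material: Purified diaphorase enzyme from Clostridium kluyveri | Buffer or medium: 50 mM HEPES pH 7.4 with 4.542 mM MgCl2, 0.005% Tween 20 | Times: 16 min enzyme reaction, ambient temperature | Signal: Red resorufin fluorescence at 544/590 nm excitation/emission | Measure: Increased resorufin signal from activators or reducing compounds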
# NF-kB neuron act: compounds increasing NF-kB expression in human neuronal cells | NF-kB reporter expression; stronger effect = higher value | fold change at 12.5 µM | 1.6% of 190,000 active | AID 1239; in the data active = fold change above about 3.3
# Diaphorase inh: diaphorase inhibition or chemical oxidation counter-screen; diaphorase resazurin-to-resorufin fluorescence, NADH, 16 min; bacterial (C. kluyveri) enzyme, not human; inhibition, % at 20 µM; 0.69% of 190,000 active; AID 1217;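 active = primary screen inhibition at 20 µM above a set limit, cut at about 50% in these data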;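 also: plate controls were DMSO with full reaction for no effect and wells lacking NADH for full effect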
#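 Test system: Clostridium kluyveri diaphorase enzyme / Quantity: diaphorase at 0.14 U/mL in enzyme working solution / Incubation: 16-min room-temperature incubation before reading / Benchmarks: NADH-free wells as positive control, DMSO-only neutral wells / Signal: resorufin fluorescence 544/590 nm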
# TLR4 MyD88 comp: TLR4-MyD88 interaction inhibition in cells. 0.18% of 200,000 active. inhibition, % at 8.4 µM. HeLa CL3-4 TLR4/MyD88 BLA complementation, FRET ratio. O00206+Q99836; in the data active = inhibition above about 25%;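 also: 0% = vehicle and 100% = reference inhibitor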
# APP 5UTR inh: APP translation inhibition; inhibition, % at 2 µM; 0.82% of 190,000 active; AID 1285; SH-SY5Y APP 5'UTR-luciferase reporter, luminescence;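 active = inhibition above a set limit, derived from the sample mean plus 3 SD, cut at about 45% in these data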; also: values of inactives mirror those of a sister screen read the other way
# FLuc stim CS: affects firefly luciferase, flagging false hits in luciferase stimulation screens. ATPlite luciferase biochemical, luminescence, 10 min; 0 = ATP-free wells, 1 = DMSO control. activation factor at 10 µM. 200,000 tested, under 10 active. AID 1027. P08659;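 active = luciferase activation factor, scaled between plate controls, of at least 2 with compound at 10 µM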
# Target sequence (P08659 whole entry, looked up): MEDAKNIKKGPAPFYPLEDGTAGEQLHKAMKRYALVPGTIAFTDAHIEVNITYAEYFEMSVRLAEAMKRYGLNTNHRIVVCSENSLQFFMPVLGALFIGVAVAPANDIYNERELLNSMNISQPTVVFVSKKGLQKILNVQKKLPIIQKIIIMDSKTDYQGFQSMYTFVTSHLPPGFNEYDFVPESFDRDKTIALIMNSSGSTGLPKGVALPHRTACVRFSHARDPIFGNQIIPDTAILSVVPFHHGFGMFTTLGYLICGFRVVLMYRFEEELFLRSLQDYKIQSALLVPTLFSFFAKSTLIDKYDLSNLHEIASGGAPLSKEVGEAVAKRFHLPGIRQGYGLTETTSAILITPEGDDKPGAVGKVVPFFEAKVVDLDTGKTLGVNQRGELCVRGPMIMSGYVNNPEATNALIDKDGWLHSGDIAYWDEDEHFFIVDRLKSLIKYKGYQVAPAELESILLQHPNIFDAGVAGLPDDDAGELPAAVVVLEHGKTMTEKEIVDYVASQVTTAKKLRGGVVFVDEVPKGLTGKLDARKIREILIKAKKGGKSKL
#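 Material: luciferase plus luciferin reagent, cell-free. Medium: PBS buffer for ATP. Also added: ATP substrate, dispensed from a 10.24 µM working solution in PBS. Doses: test compounds dosed from 2 mM stocks in 100% DMSO. Incubation: 10 min post-reagent at room temperature. Technique: light output (luminescence). Read-out basis: luminescence gain marking luciferase activators.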
# FLuc inh counter: counter-screen for luciferase assay inhibitors: firefly luciferase inhibition; ATPLite firefly luciferase biochemical luminescence, 10 min; 1.5% of 200,000 active; P08659; inhibition, % at 10 µM;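 active = inhibition above about 50% when tested at 10 µM, limit read from the data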
# G6PDH counter: inhibits Leuconostoc G6PDH, flagging false hits in G6PDH-based assays | AID 1020 | Purified L. mesenteroides G6PDH, diaphorase/resazurin coupled fluorescence, 45 min | inhibition, % at 5 µM | 0.12% of 200,000 active; in the data active = inhibition above about 50%
# STAT1 act: STAT1 signaling activation | NIH 3T3 STAT1-luciferase reporter, IFN-gamma, luminescence; 100% = IFN-gamma alone, no compound | activation (% of control), % at 5.5 µM | 2.6% of 200,000 active;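 active = activation above the screen-wide mean activation plus 3 SD, cut at about 130% in these data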;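 also: raw ratio to IFN-gamma control signal so 100% means no change and 0% no light; values of inactives mirror those of a sister screen read the other way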
# APP 5'UTR act: APP 5'UTR luciferase reporter activation | activation, % at 2 µM | AID 1276 | 1% of 190,000 active | SH-SY5Y APP 5'UTR luciferase reporter, luminescence; zero percent = DMSO vehicle wells;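 active = activation above a set limit, based on mean plus 3 SD of controls, cut at about 140% in these data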; also: values of inactives mirror those of a sister screen read the other way
# * = called active by the depositor; nt = not tested or not shown.
no.	SMILES	STAT1 act	FLuc stim CS	Diaphorase inh	Diaph act CS	FLuc inh counter	TLR4 MyD88 comp	NF-kB neuron act	G6PDH counter	APP 5UTR inh	APP 5'UTR act
1	N#Cc1c(-c2ccccc2)nc2n(-c3ccccc3)nc(C(=O)Nc3ccccc3)n2c1=O	85	1	17	0.8	-4	4	0.52	2	-11	11
2	CCCCCn1c(Br)nc2c1c(=O)n(CC(N)=O)c(=O)n2C	95	1	13	0.9	-2	-6	1	9	-1	1
3	Cc1cc(C)nc(SCC(=O)NC2=NC(=O)C(C)S2)n1 (centres undefined)	107	1.1	14	0.9	-12	-2	1.3	-24	-14	14
4	Cc1ccc(C2=C(CC(=O)O)C(=O)CC2)cc1	101	1	4	1	4	13	1.2	14	-10	10
5	CC(=NCCCn1ccnc1)c1c(O)n(Cc2ccccc2)c(=O)[nH]c1=O	104	1	-3	1	-1	-6	1.1	-1	-13	13
6	CCNC(=O)CSc1nc(-c2ccccc2)cs1	117	0.7	3	1	29	-4	2.1	2	-36	36
7	O=c1c2ccccc2nc2sc3ccccc3n12	141*	0.7	16	0.8	33	-4	3.2	0	-1	1
8	COc1ccc(OC)c(S(=O)(=O)N(C)CC(=O)Nc2cc(Cl)ccc2OC)c1	94	1.1	7	0.9	-7	3	1	5	-3	3
9	C#CC[N+]1(CC#Cc2ccc(C#CC[N+]3(CC#C)CCOCC3)cc2)CCOCC1	98	1.1	3	1	-8	8	1.1	-2	-10	10
10	O=C(CCS(=O)(=O)c1cccs1)Nc1ccc(C(=O)NCc2ccccc2)cc1	105	1.1	8	0.9	-9	7	1.2	18	nt	nt
11	N#CC1=C(N)OC2=C(C(=O)CCC2)C12CCN(C(=O)OCc1ccccc1)CC2	nt	1	6	0.9	-4	nt	1.2	8	nt	nt
12	CN(C(=O)c1ccno1)c1nnc(-c2cccnc2)s1	102	1	7	0.9	0	-2	1.6	8	13	-13
13	COC(=O)C(Cc1ccccc1)NC(=O)C(CC(C)C)NC(=O)OC(C)(C)C (centres undefined)	95	1.1	9	0.9	-5	-7	1.3	14	8	-8
14	O=C(CCN1CCN(c2ccccc2)CC1)Nc1ccc(Cl)cc1	107	1.1	-18	1.2	-6	-5	1.1	10	4	-4
15	O=C(O)CCC(CNS(=O)(=O)c1ccccc1)C(F)(F)F (centres undefined)	91	1	36	0.6	-3	-7	1.1	2	18	-18
16	CCN(C(=O)c1nn(-c2ccc(OC)cc2)c(=O)c2c1c1ccccc1n2C)c1ccc(OC)cc1	88	1.1	21	0.8	-8	-17	0.57	-1	-17	17
17	CCOc1ccccc1NC(=O)C(NCC1CCCCC1)c1ccccc1 (centres undefined)	97	1.1	0	1	-11	-4	0.72	4	-1	1
18	O=C(/C=C/c1ccccc1)Nc1nnc(-c2ccco2)o1	96	1	7	0.9	0	-15	1	6	16	-16
19	O=C(CCCCCNc1nc(=S)[nH]c2ccccc12)NCc1ccccc1Cl	94	1.1	9	0.9	-6	-10	1.3	-6	4	-5
20	COc1ccc(N2CCN(C(=O)c3cn(C)c(=O)c4c3c3ccccc3n4C)CC2)cc1	95	1	9	0.9	2	-2	0.99	-2	0	0
21	Cn1c(-c2sc3cc(C(F)(F)F)cnc3c2-c2ccccn2)n[nH]c1=S	102	1	25	0.8	0	-6	1.2	12	-18	18
22	Cc1ccc(CNC(=O)C2CCC(=O)N2CCc2ccccc2)cc1 (centres undefined)	101	1	2	1	-2	-7	1.2	-1	12	-11
23	CC1=NN(Cc2ccccc2)C(=O)C1	100	1.1	4	1	-10	0	1	0	-8	8
24	COc1ccc(Cl)cc1NC(=O)C1CSC(c2ccncc2)=N1 (centres undefined)	93	1	11	0.9	-1	1	0.71	18	-23	23
25	O=C(OCC(=O)N1CCc2ccccc21)c1cncc(Br)c1	109	1	-7	1.1	4	5	0.87	-2	13	-13
26	CCOc1ccc(N(CC(=O)NN=C2CCN(C)CC2)S(C)(=O)=O)cc1	99	1	10	0.9	-1	-9	0.93	20	16	-16
27	COC(=O)c1ccc(OC(=O)C2CC(=O)N(c3cccc(C)c3)C2)cc1 (centres undefined)	101	1	11	0.9	0	0	0.99	18	4	-4
28	CO/N=C/C(=N\Nc1ccc(OC)cc1)C(=O)c1ccc(F)cc1	98	1	3	1	-4	-7	1.6	-3	32	-32
29	Cc1nc2ccc(NC(=O)c3ccc(S(=O)(=O)N(C)C)cc3)cc2s1	94	1.1	9	0.9	-6	-8	1	-4	25	-25
30	O=C(O)c1cn(Cc2ccccc2Cl)c2ccc(S(=O)(=O)N3CCOCC3)cc2c1=O	96	1	27	0.7	-3	4	1.8	3	3	-3
31	O=C(Cn1cc(C(F)(F)F)cc(Cl)c1=O)Nc1cccc(Cl)c1	105	1	2	1	-3	-12	1	9	9	-9
32	COc1cccc(CN2CCN(Cc3ccon3)CC2CCO)c1 (centres undefined)	108	1	4	1	-1	-8	1	8	20	-20

# Reprinted at random: four compounds from above.
no.	SMILES	STAT1 act	FLuc stim CS	Diaphorase inh	Diaph act CS	FLuc inh counter	TLR4 MyD88 comp	NF-kB neuron act	G6PDH counter	APP 5UTR inh	APP 5'UTR act
30	O=C(O)c1cn(Cc2ccccc2Cl)c2ccc(S(=O)(=O)N3CCOCC3)cc2c1=O	96	1	27	0.7	-3	4	1.8	3	3	-3
16	CCN(C(=O)c1nn(-c2ccc(OC)cc2)c(=O)c2c1c1ccccc1n2C)c1ccc(OC)cc1	88	1.1	21	0.8	-8	-17	0.57	-1	-17	17
24	COc1ccc(Cl)cc1NC(=O)C1CSC(c2ccncc2)=N1 (centres undefined)	93	1	11	0.9	-1	1	0.71	18	-23	23
11	N#CC1=C(N)OC2=C(C(=O)CCC2)C12CCN(C(=O)OCc1ccccc1)CC2	nt	1	6	0.9	-4	nt	1.2	8	nt	nt

# Next results
no.	SMILES	STAT1 act	FLuc stim CS	Diaphorase inh	Diaph act CS	FLuc inh counter	TLR4 MyD88 comp	NF-kB neuron act	G6PDH counter	APP 5UTR inh	APP 5'UTR act
33	COC(=O)c1cc(C(=O)OC)n(Cc2ccc(C)cc2)c1C	101	1.1	15	0.8	-6	2	1.2	5	-6	6
34	CC1CN(c2oc(-c3ccco3)nc2S(=O)(=O)c2ccccc2)CC(C)O1 (centres undefined)	101	1	-1	1	-2	1	1.5	16	-8	8
35	Cn1c(=O)c2c(ncn2CC(=O)N2CCN(c3ccccc3F)CC2)n(C)c1=O	92	1	-1	1	-4	-8	1.1	5	-11	11
36	CN(CCOC(=O)c1cccc(Br)c1)C(C)(C)C	104	1	1	1	-4	2	1.2	-1	6	-6
37	Cc1ccc(S(=O)(=O)NC2c3cccc4cccc(c34)C2Sc2nc(C)cc(C)n2)cc1 (centres undefined)	100	1.1	26	0.7	-6	-5	0.98	1	0	0
38	Cc1ccc(NC(=O)CCC(=O)O)cc1F	97	1.1	6	0.9	-6	17	0.97	-6	-1	1
39	CC(Cl)C(=O)NNc1cccc(Cl)n1 (centres undefined)	97	1.1	12	0.9	-9	-12	2.1	10	-1	1
40	Cc1ccc(NC(=O)/C=C/C(=O)O)c([N+](=O)[O-])c1	100	1	1	1	-4	-17	1.3	-4	-13	13
41	Cc1n[nH]c(C)c1Cc1ccc(C(=O)O)cc1	100	1	8	0.9	-5	-1	1.5	-12	-8	8
42	O=C(Nc1cc2nn(-c3ccccc3)nc2cc1Cl)c1ccco1	133*	0.9	10	0.9	7	-4	1.7	-27	-24	25
43	NC1=NC(=O)C(CC(=O)c2ccc(Cl)cc2)S1 (centres undefined)	101	1	8	0.9	-3	0	1.1	-12	4	-4
44	Cc1ccc(Cn2nc(C)c(NC(=O)C3CC3)c2C)cc1	96	1.1	5	1	-8	-2	1.1	6	-2	2
45	CCOC(=O)C1CCCN(C(=S)Nc2cccc(Cl)c2C)C1 (centres undefined)	98	1.1	10	0.9	-6	-4	0.98	-3	-25	25
46	CN(C)CCOC(=O)c1cccc(Br)c1	98	1.1	5	0.9	-9	3	0.98	5	13	-13
47	CCCOc1ccc(N2CC(C(=O)NC(C)C)CC2=O)cc1 (centres undefined)	106	1	3	1	-1	2	1.2	-2	5	-5
48	O=C(OC(C(=O)NC1CCCC1)c1ccccn1)c1cccs1 (centres undefined)	103	1	3	1	0	9	1	2	3	-3
49	CCOc1ccccc1N1CCN(c2nc3ccccc3nc2C(C#N)C(=O)OC)CC1 (centres undefined)	102	1	15	0.9	-2	14	0.55	21	-20	20
50	COc1cccc2c(=O)c3ccoc3n(C)c12	96	1.1	20	0.8	-6	2	1.1	8	7	-7
51	COc1cc(CCC(=O)N2CCN(S(=O)(=O)c3ccc(C)c(C)c3)CC2)cc(OC)c1OC	98	1.1	15	0.9	-8	3	1	-19	10	-10
52	CCOC(=O)Cc1csc(NC(=O)c2ccc(S(=O)(=O)N(CCOC)CCOC)cc2)n1	100	1	16	0.8	-2	-1	1.3	-2	-4	4
53	N/C(=N\OC(=O)CCc1ccccc1)c1ccc(Br)cc1	99	1	7	0.9	-3	13	1.5	4	-20	20
54	O=C(NCc1ccco1)c1ccc(N2CCCC2=O)cc1	101	1	19	0.8	2	-3	1.3	-2	-9	9
55	Cn1c(=O)c2c(nc(SCCN3CCOCC3)n2Cc2ccccc2)n(C)c1=O	94	1	-2	1	-4	18	1.1	8	-2	2
56	COc1cc2c(cc1OC)C(C)N(C(=O)c1cc3ccccc3o1)CC2 (centres undefined)	91	1.1	11	0.9	-11	2	1.1	8	-3	3
57	COc1ccc(N(C)S(=O)(=O)c2cccc3cccnc23)c(OC)c1	105	1	7	0.9	-2	-2	1.1	2	-14	14
58	O=C(NCCCN1CCCC1=O)NC1CCCCC1	96	1	0	1	3	2	1.1	4	1	-1
59	O=C(CCn1c(=O)[nH]c2ccsc2c1=O)NCc1ccc(F)cc1	91	1	5	0.9	0	1	0.82	8	2	-2
60	CCc1ccccc1NC(=O)CSc1n[nH]c(C)c1[N+](=O)[O-]	102	1	3	1	-4	-6	1.2	9	10	-10
61	CC(=O)Nc1c(C(=O)N2CCOCC2)sc2nc3c(cc12)COC(C)(C)C3	101	1	-1	1	0	-1	1.1	14	-5	5
62	COc1ccc(/C=C2/C(=O)N(CC3CCCO3)C(=S)N2C)c(OC)c1 (centres undefined)	95	1.1	12	0.9	-9	-5	0.83	-18	0	0
63	C/C(=N\NC(=O)c1nn(C)c(C)c1Br)c1ccc(NC(=O)c2ccccc2F)cc1	156*	1.1	9	0.9	-8	-6	1.3	-20	-112	112
64	CCOc1cc(C2CC(=O)NC3=C2C(=O)C(C(=O)OC)C(C)C3)cc(Cl)c1O (centres undefined)	99	1	-1	1	1	-12	1.2	0	11	-11
65	Cc1c2c(nc3ccccc13)CCC(C)C2 (centres undefined)	117	0.9	0	1	6	-5	1.3	-2	-18	18
66	Cc1ccccc1C1CC(c2cccs2)Nc2nnnn21 (centres undefined)	95	1	-12	1.1	-3	0	1.3	-1	-10	10
67	O=C1NNC(=O)C2C3C=CC(C4CC34)C12 (centres undefined)	105	1	1	1	-1	3	1.1	-4	0	0

# Rows were taken by chance (roughly 5.6% active in at least one column).
